TDP1 block – TDP1 (human) enzyme inhibition | hit rate 0.28% among 350,000 | Potency, µM (series often up to 130 µM), without a hit: top-dose activity change, negative = inhibition, actives largely listed as inhibitors | AID 485290 | Q9NUW8 | recombinant TDP1, AlphaScreen DNA substrate cleavage; further: nearly all actives have a fitted effect of over 40% in size
Target sequence (Q9NUW8 whole entry, looked up): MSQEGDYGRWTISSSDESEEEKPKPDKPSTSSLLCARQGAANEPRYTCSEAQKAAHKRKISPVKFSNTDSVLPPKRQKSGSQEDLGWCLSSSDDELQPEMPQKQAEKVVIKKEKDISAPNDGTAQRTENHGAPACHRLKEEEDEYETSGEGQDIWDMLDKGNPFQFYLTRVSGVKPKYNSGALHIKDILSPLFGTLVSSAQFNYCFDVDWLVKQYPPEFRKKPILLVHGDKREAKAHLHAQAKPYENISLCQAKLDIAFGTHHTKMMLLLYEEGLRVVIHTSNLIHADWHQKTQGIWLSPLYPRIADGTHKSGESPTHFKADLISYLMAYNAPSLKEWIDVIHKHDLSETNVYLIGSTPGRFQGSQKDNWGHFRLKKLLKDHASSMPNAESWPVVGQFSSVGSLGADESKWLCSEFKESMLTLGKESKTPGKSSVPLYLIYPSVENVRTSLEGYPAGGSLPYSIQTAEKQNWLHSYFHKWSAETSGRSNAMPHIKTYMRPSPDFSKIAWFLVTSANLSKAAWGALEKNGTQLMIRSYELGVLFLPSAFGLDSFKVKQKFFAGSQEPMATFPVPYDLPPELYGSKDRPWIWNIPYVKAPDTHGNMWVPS
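Enzyme-compound mixtures sat 15 min at room temperature, followed by a 5 min reaction with 15 nM final substrate and 10 min with AlphaScreen beads. Recombinant human Tdp1 was used at 1 nM final.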
FEN1 inhibitor – human FEN1 inhibition | Potency, µM (series often up to 114 µM), without a hit: at the highest dose activity change, negative = inhibition, hits mostly inhibitors | Recombinant FEN1 flap cleavage, fluorescence, 15 min | hit rate 0.35% among 390,000 | P39748; further: nearly all actives have a fitted effect of over 65% in size
Target sequence (P39748 whole entry, looked up): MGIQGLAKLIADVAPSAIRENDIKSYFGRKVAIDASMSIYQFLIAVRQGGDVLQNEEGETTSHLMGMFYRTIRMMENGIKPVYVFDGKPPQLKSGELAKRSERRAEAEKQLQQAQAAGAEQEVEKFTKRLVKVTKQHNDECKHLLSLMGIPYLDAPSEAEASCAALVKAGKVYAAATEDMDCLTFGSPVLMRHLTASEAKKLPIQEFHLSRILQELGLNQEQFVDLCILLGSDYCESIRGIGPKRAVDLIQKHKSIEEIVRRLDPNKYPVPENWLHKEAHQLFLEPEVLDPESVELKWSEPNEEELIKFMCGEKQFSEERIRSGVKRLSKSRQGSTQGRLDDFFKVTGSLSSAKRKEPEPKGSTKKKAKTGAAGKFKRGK
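Steps: FEN1 (10 nM) dispensed; compound added by pin tool; 15 min at room temperature; substrate added to 50 nM final; reads at 0 min and 15 min; data normalized and fitted (four-parameter Hill).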
N370S GC mod – inhibitors or activators of N370S glucocerebrosidase for Gaucher disease; N370S GC spleen homogenate, 4MU-glucoside fluorescence; hit rate 0.092% among 330,000; Potency, µM (doses to about 59.4 µM), for inactives: at the top dose activity change, negative = inhibition, hits mostly inhibitors; AID 2101; P04062;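 further: 0% = full enzyme activity and -100% = no enzyme basal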
Active calls of the source: *; ? = inconclusive; nt = not tested or not shown; & = joins results of further samples; [ ] = remark or other dose. The call rests on the fitted dose curve; in most records, active means well fitted curve in the direction sought with a large enough effect; inconclusive means small, poorly fitted or top-dose-only effect, or another doubt; inactive means no such curve, though single readings can be large; an effect the other way counts as inactive or inconclusive. Unless noted, on the % scale 0 is the no-effect control and ±100 the full control effect; potency means the concentration at half of the fitted maximal effect.

Structure | TDP1 block | FEN1 inhibitor | N370S GC mod
CCC1CN(CC(=O)NCc2cccc(Br)c2)c2ccccc2S1 (stereo not given) | 10% | 7% | nt
C=CCC[C@H](Cc1ccc(F)cc1)C(=O)OC[C@H](Cc1c[nH]c2ccccc12)NC(=O)[C@@H](CC=C)CC(=O)N[C@@H](CO)Cc1ccccc1 | 1% | 1% | nt
COc1ccccc1C(=O)N1CCN(C2CCN(Cc3ccccc3)CC2)CC1 | -7% | -4% | 0%
CCOc1ccc(Sc2cc(C(=O)NC(C)CC)c3ccccc3n2)cc1 (stereo not given) | 8% | 9% | nt
CCS(=O)(=O)N1Cc2ccccc2CC1C(=O)N(C)CC(=O)Nc1ccc(F)c(F)c1F (stereo not given) | nt | -7% | 0%
Cc1cccc(NC(=O)C(CC(C)C)NC(=O)C2CCC(C)CC2)n1 (stereo not given) | 0% | 19% | 6%
COc1ccc2c(c1)O[C@@H](c1cccc(C(F)(F)F)c1)[C@H](OC(=O)Nc1ccc(C)c(Br)c1)C2=O | 6% | nt | -8%
CCOc1ccccc1CNC(=O)c1ccc(NC(=O)N2CC(C)Sc3ccccc32)cc1 (stereo not given) | 3% | -18% | nt
O=C(Cn1cnc2c(nnn2-c2ccccc2)c1=O)N1CCCc2ccccc21 | 2% | 15% | 7%
CN(C)CCNc1ccc(-c2nn(C)c(=O)c3ccccc23)cc1[N+](=O)[O-] | 2% | 12% | -5%
Cc1ccc(S(=O)(=O)N2CCOCC2)cc1NC(=O)COC(=O)c1cc[n+]([O-])cc1 | 0%[56.1 µM] | -5% | nt
O=C(NN1CCOCC1)c1ccc([N+](=O)[O-])cc1 | nt | 27% | -3%
Cc1nc2ccccn2c1-c1ccnc(SCc2ccc(Cl)cc2)n1 | 6% | -7% | ?
CCCn1c(C(C)Nc2nc(-c3ccc(C)cc3)cs2)nc2cc(Cl)c(Cl)cc21 (stereo not given) | nt | 3% | -3%
Cc1c(Cl)c([N+](=O)[O-])nn1CCCC(=O)Nc1cc(Oc2ccccc2)cc([N+](=O)[O-])c1 | 1% | 12% | 2%
CCCCCC(=O)N/N=C/c1cc(Br)c(O)c(OC)c1 | 0% | -12% | 2%
COc1ccc(C(C)=O)cc1COC(=O)c1cc2ccccc2cc1O | -2% | 1% | -12%
COC(=O)c1ccc(C(C(=O)NC2CCCCC2)N(Cc2ccc(F)cc2)C(=O)Cc2cccs2)cc1 (stereo not given) | 0% | -1% | -1%
COc1ccc(C(=O)Nc2nnc(S(=O)(=O)Cc3ccccc3)s2)cc1 | 2% | -13% | -6%
CCCN(C(=O)c1ccco1)c1nnc(-c2cccc(C)c2)s1 | -8% | -35% | -4%
CCOC(=O)c1cnc2cc(C)ccn2c1=O | 0% | 8% | ?
CCCCc1nnc(SC(C)C(=O)Nc2nccs2)n1C (stereo not given) | 3% | 12% | -17%
Cc1ccc(NC(=O)[C@H]2O[C@@H]3OC(C)(C)O[C@@H]3[C@H]3OC(C)(C)O[C@H]32)cc1F | 5% | 11% | nt
COc1ccc(/C=N/NC(=O)c2ccc3c(c2)OCO3)cc1 | nt | -5% | 1%
C/C(=N\NC(=O)c1ccn(C)n1)c1ccc(NC(=O)C2CCCC2)cc1 | 5% | -2% | -20%
CN(Cc1ccccc1)c1c([N+](=O)[O-])c(=O)n(C)c2ccccc12 | 5% | -7% | ?
CC(C)C[C@@H](C(=O)NC1CCN(Cc2ccccc2)CC1)N1C(=O)N2CCc3c([nH]c4ccccc34)[C@@]2(C)C1=O | nt | -5% | -23%
O=C(/C=C/C#Cc1cccc(NS(=O)(=O)c2ccccc2)c1)NO | 19% | nt | -12%
COC(=O)c1cc2oc3ccccc3c2n1CC(=O)Nc1ccc(OC)c(OC)c1OC | -4% | -1% | nt
COc1ccc(C(=O)Nc2cnn(Cc3c(F)cccc3Cl)c2)cc1OC | nt | 17% | -8%
CCN(CC(=O)NCc1ccc(F)cc1)C(=O)c1ccc(Cl)cc1 | nt | 1% | -15%
Cn1nc(-c2ccccn2)nc2c(=O)n(C)c(=O)nc1-2 | -1% | -5% | -13%
C=CCC(C)(O)c1ccccc1 (stereo not given) | 9% | nt | 7%
Cc1cc(SCC(=O)N2CCCC2=O)nc2c(C)cccc12 | nt | -3% | -4%
O=c1[nH]ncc(N2CCCCC2)c1Cl | 3% | 8% | 3%
CSc1nsc(SC)c1C(N)=O | 6% | 5% | 6%
COc1ccc(OCCCC(=O)Nc2ccc(N3CCOCC3)cc2)cc1 | 0% | -9% | -2%
CN1C2C=C3C(C#N)=C(N)C(C#N)(C#N)[C@@H](c4ccsc4)[C@@H]3C1CC2 (stereo not given in full) | 1% | 7% | -6%
CSCCC(NS(=O)(=O)c1ccc(Cl)cc1)C(=O)OCC(=O)N1CCOCC1 (stereo not given) | 5% | 0% | 3%[2.35 µM]
COCC(=O)NC(c1ccccc1)c1ccccc1 | 0% | 3% | 5%
O=C(CSc1nc2ccccc2o1)N1c2ccccc2Sc2ccc(C(F)(F)F)cc21 | 4% | -12% | 1%
Cc1cc(C)cc(Nc2cc(=O)n(C3CCCCC3)c(=O)[nH]2)c1 | 4% | 0% | 8%
CCN1C(=O)/C(=C/C=C2/Sc3ccc4ccccc4c3N2CCO)SC1=S | 3% | -4% | -5%
COc1ccc(-c2cc(C(=O)Nc3cc(C)on3)no2)cc1 | -6% | -12% | -5%
C#CCOCCOCCOCCNc1nc(N2CCN(C(=O)[C@H]([C@@H](C)CC)n3cc([C@@H](N)Cc4ccc(O)cc4)nn3)CC2)nc(N2CCN(C(=O)[C@H](CCCCN)n3cc([C@@H](N)C(C)CC)nn3)CC2)n1 (stereo not given in full) | 4% | 2% | -29%
CSc1ccc(CCNc2ncnc3onc(-c4ccc(Cl)cc4)c23)cc1 | -1% | 2% | nt
Cc1cc(C)nc(N2CCCC(C(=O)NC3CC3)C2)n1 (stereo not given) | 12% | 3% | 1%
Cc1ccc2c(c1)N(C(=O)N1CCC(C(=O)NCCc3ccccc3)CC1)CC(C)O2 (stereo not given) | 6% | 3% | nt
CCN1CCN(c2ccc(S(=O)(=O)N3CCOCC3)cc2NC(=O)c2ccc(Cl)s2)CC1 | -6%[0.505 µM] | -3% | -12%
CCC(COC(C)=O)Nc1nc2c([nH]1)c(=O)n(C)c(=O)n2C (stereo not given) | 3% | -1% | -4%

The last four records of the part above come first, to join the parts.
Structure | TDP1 block | FEN1 inhibitor | N370S GC mod
Cc1cc(C)nc(N2CCCC(C(=O)NC3CC3)C2)n1 (stereo not given) | 12% | 3% | 1%
Cc1ccc2c(c1)N(C(=O)N1CCC(C(=O)NCCc3ccccc3)CC1)CC(C)O2 (stereo not given) | 6% | 3% | nt
CCN1CCN(c2ccc(S(=O)(=O)N3CCOCC3)cc2NC(=O)c2ccc(Cl)s2)CC1 | -6%[0.505 µM] | -3% | -12%
CCC(COC(C)=O)Nc1nc2c([nH]1)c(=O)n(C)c(=O)n2C (stereo not given) | 3% | -1% | -4%
Cc1ncc(S(=O)(=O)c2ccc(Cl)cc2)c(-c2ccccc2)n1 | 3% | 7% | 24%
COc1ccc(Nc2nc(NN)nc(Nc3ccc(OC)cc3)n2)cc1 | nt | ? | -29%
Cc1ccc(C)c2c3c([nH]c12)-c1nonc1CC3 | 4% | ? | -8%
Cc1ccc(NC(=O)CN(C)C(=O)Cn2nnc(-c3ccccc3C)n2)cc1 | 0% | -9% | nt
O=C(NCc1ccc(Cl)cc1)C(=O)NCC(c1cccs1)S(=O)(=O)c1ccc(Cl)cc1 (stereo not given) | 3% | -10% | nt
O=C(CSc1nnc(-c2ccccc2F)n1CCc1ccccc1)Nc1ccc2[nH]c(=O)[nH]c2c1 | 5% | -6% | -10%
O=c1cc(COc2ccccc2Cl)nc2scc(-c3ccccc3)n12 | -6% | -18% | nt
COc1cc(CNC(=O)CCC(=O)N2C[C@H]3C[C@H](C2)c2cccc(=O)n2C3)cc(OC)c1OC | nt | 4% | -1%
Cc1ccc2[nH]c(=O)c3cc(C(=O)N(C)c4ccccc4C)sc3c2c1 | -1% | 20% | 11%
O=C(CSc1nnc(-c2ccccc2O)n1Cc1ccccc1)NNC(=O)c1ccccc1O | 5% | 3% | 1%
C=CCSc1nsc(NC(=O)Nc2cccc(C(C)=O)c2)n1 | nt | 8% | -8%
Cc1cn(C2OC(COC(=O)c3ccccc3)C(OC(=O)c3ccccc3)C2OC(=O)c2ccccc2)c(=O)[nH]c1=O (stereo not given) | 5% | 0% | 4%
CCCCn1nc(NS(=O)(=O)c2cccc3nonc23)c2cc3cccc(C)c3nc21 | 12% | 21% | -1%
Cc1ccc(-c2cc(C(=O)O)c3sc(N4CCCCC4)nc3n2)cc1 | -3% | 3% | ?
CC(=O)c1ccc(NC(=S)Nc2ccc3[nH]c(=O)[nH]c3c2)cc1 | -4% | -11% | -15%
Cc1cc(=O)n2[nH]c(NCc3ccccc3F)nc2n1 | -3% | 17% | -1%
CCOC(=O)C1CCN(C(=O)CCS(=O)(=O)Cc2ccccc2)CC1 | 8% | 0% | -6%
Cc1ccc(CNC(=O)c2ccc(Cn3cc(-c4ccc(C)cc4)nc3-c3ccncc3)cc2)cc1 | nt | -19% | -7%
CCCCC1(C)NC(=O)N(CC(=O)N2CCc3ccccc32)C1=O (stereo not given) | -3% | -6% | nt
COc1ccccc1C(=O)NC(=O)Nc1ccc(-c2cc(C(F)(F)F)nn2-c2ccccc2)cc1 | 5% | 2% | nt
Cc1cccc(-c2nc(S(=O)(=O)c3ccc(Cl)cc3)c(N3CCCCCC3)o2)c1 | 4% | 9% | nt
COc1ccccc1CNC(=O)c1[nH]c(C)c(C(C)=O)c1C | nt | 19% | -2%
COCCNC(=O)CCC1CCN(Cc2ccc(-c3ccccc3)cc2)CC1 | nt | 1% | -2%
COCc1nnc(NC(=O)c2ccccc2Oc2ccccc2)s1 | 2% | -9% | -2%
O=C(c1ccc2c(c1)N(Cc1ccccc1F)C(=O)c1ccccc1S2(=O)=O)N1CCOCC1 | 2% | 13% | nt

(more compounds)
Values in the order – TDP1 block, FEN1 inhibitor, N370S GC mod
- Cc1cc(Br)c(NC(=O)COC(=O)CSc2nnc(-c3ccc(Cl)cc3)o2)c(Br)c1
→ 1%, 4%, 0%
- Cc1ccc(NC(=O)C(=O)NCCCN2CCOCC2)c(C)c1
→ nt, -1%, 17%
- COc1ccc(OC)c(C(c2nnnn2CC2CCCO2)N2CCN(C)CC2)c1 (stereo not given)
→ -5%, 2%, 6%
- CN(C)c1nnc(-c2ccc(Cl)cc2)o1
→ 9%, 8%, 3%
- COc1cccc(C2(O)CCN(C(=O)C(C)C)CC2)c1
→ nt, -6%, 12%
- CC(c1nccs1)N(C)C(=O)c1ccc(OC2CCN(CCc3ccccc3)CC2)cc1 (stereo not given)
→ 2%, -2%, -7%
- CCN(CC)CCNS(=O)(=O)c1ccc2c3c(cccc13)C(=O)N2
→ 0%, 0%, -4%
- COc1cccc(OC)c1C(=O)N1CCN(C(=O)c2ccc(-c3ccccc3)cc2)CC1
→ 5%, 4%, -1%
- COc1ccc(N2CCN(C(=O)c3cc(=O)[nH]c4ccccc34)CC2)cc1
→ 7%, -3%, 0%
- CCOc1ccc(C(=O)N2CCCC2)cc1OC
→ -3%, 6%, 2%
- CC(=N\O)/C(CN(C)C)=N/O
→ -2%, -1%, -2%
- COc1cccc(-c2sc3cc(OC)c(OC)cc3c2-c2ccc(OCCN3CCCCC3)cc2)c1
→ 8%[56.1 µM], -21%, nt
- O=c1[nH]c(N2CCN(c3ccccc3)CC2)nc2c1CCC2
→ 4%, 4%, 0%
- CCOc1ccc(NC(=O)CCn2c(=O)c3cccn3c3cccnc32)cc1
→ 8%, -1%, nt
- CC12CCCC[C@@H]1CCC1C2CCC2(C)C1CC[C@@]2(O)CNCCO (stereo not given in full)
→ nt, 0%, ?
- CCCC(=O)N(c1ccc2oc(-c3ccccc3)c(C(=O)OCC)c2c1)S(=O)(=O)c1ccc(C)cc1
→ -2%[12.3 µM], 12%, nt
- COc1cc(/C=C/C(=O)c2c(O)cc(C)oc2=O)cc(OC)c1O
→ 10%&1%, -36%, -11%&-9%
- CC1CCCN(C(=O)c2cc(F)c(F)cc2Cl)C1 (stereo not given)
→ 9%, 7%, 4%
- Cc1c(NC(=O)CSc2ccc3c(c2)OCCO3)c(=O)n(-c2ccccc2)n1C
→ -2%, 0%, 3%
- COc1ccc(/C=N/NC(=O)c2cc[n+]([O-])cc2)cc1O
→ 9%, -5%, -25%

Ordered by molar mass (smallest number first): some entries from above.
Values in the order – TDP1 block, FEN1 inhibitor, N370S GC mod
- CCOc1ccc(C(=O)N2CCCC2)cc1OC
→ -3%, 6%, 2%
- COc1ccc(N2CCN(C(=O)c3cc(=O)[nH]c4ccccc34)CC2)cc1
→ 7%, -3%, 0%
- COc1cccc(OC)c1C(=O)N1CCN(C(=O)c2ccc(-c3ccccc3)cc2)CC1
→ 5%, 4%, -1%

New compounds follow:
Values in the order – TDP1 block, FEN1 inhibitor, N370S GC mod
- CC(C)CC(=O)Nc1nnc(-c2ccco2)s1
→ -5%, -4%, 6%
- Cc1ccc(C(=O)c2cnc3ccccc3c2-c2ccccc2)cc1
→ 4%, 2%, 27%
- C=C(C)Cn1c(SCC#N)nc2ccccc2c1=O
→ 0%, 3%, 8%
- Cc1c(Cl)cccc1-n1ncc(C(=O)NCCN2CCN(C)CC2)c1C1CCN(C(=O)OC(C)(C)C)CC1
→ -2%, -4%, nt
